Screening data deposited in PubChem BioAssay by National Center for Advancing Translational Sciences (NCATS).
PTAP TSG101 blk: blocks PTAP/TSG101 interaction to inhibit HIV-1 budding. 340,000 tested, under 10 active. Potency, µM (highest dose often 115 µM), inactives show at the highest dose activity change, negative = inhibition, hits mostly inhibitors. Fluorescence polarization, FITC-PTAP peptide / Tsg101 binding; active means well fitted inhibition curve with a large enough effect in the main read-out, with a control signal flat, not every such curve was filed as active; inconclusive means small, poorly fitted or top-dose-only effect, or effect the other way, or a change in a side signal; inactive means no such curve, though single readings can be large or run the other way; further: potency means the concentration at half of the fitted maximal effect; % of control where 0% means no effect
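Fluorescence polarization binding of Tsg101 binding domain (10 uM final) to FITC-labeled PTAP peptide (50 nM final) in HEPES pH 7.5 buffer with NaCl, Tween 20, EDTA, TCEP. Compounds added before peptide; binding 20 min at RT.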
uPA generation: inhibitors of cell surface uPA generation; Potency, µM (highest dose often 38.3 µM), for the others: at the highest dose activity change, negative = inhibition, most hits filed as inhibitors; AID 540303; 330,000 tested, 0.31% active; cell surface uPA generation assay, qHTS; active means well fitted inhibition curve with a large enough effect; inconclusive means small, poorly fitted or top-dose-only effect; inactive means no such curve, though single readings can be large or run the other way; tested in mouse RAW 264.7 cells; further: potency means the concentration at half of the fitted maximal effect; on the % scale 0 is the no-effect control and ±100 the full control effect; nearly all actives have a fitted effect of over 55% in size
TSHR antagonist: human thyrotropin receptor antagonism | TSHR-expressing cells, TSH-stimulated cAMP HTRF, 2 h; hits give low values | activity change, negative = inhibition, % at 11.5 µM | 330,000 tested, 0.2% active | AID 504810;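 active means activity change below a set negative limit, meaning inhibition stronger than a set level, cut at about -70% in these data; inconclusive means activity change between two set negative limits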; further: on the % scale 0 is the no-effect control and ±100 the full control effect
Target sequence (P16473 whole entry, looked up): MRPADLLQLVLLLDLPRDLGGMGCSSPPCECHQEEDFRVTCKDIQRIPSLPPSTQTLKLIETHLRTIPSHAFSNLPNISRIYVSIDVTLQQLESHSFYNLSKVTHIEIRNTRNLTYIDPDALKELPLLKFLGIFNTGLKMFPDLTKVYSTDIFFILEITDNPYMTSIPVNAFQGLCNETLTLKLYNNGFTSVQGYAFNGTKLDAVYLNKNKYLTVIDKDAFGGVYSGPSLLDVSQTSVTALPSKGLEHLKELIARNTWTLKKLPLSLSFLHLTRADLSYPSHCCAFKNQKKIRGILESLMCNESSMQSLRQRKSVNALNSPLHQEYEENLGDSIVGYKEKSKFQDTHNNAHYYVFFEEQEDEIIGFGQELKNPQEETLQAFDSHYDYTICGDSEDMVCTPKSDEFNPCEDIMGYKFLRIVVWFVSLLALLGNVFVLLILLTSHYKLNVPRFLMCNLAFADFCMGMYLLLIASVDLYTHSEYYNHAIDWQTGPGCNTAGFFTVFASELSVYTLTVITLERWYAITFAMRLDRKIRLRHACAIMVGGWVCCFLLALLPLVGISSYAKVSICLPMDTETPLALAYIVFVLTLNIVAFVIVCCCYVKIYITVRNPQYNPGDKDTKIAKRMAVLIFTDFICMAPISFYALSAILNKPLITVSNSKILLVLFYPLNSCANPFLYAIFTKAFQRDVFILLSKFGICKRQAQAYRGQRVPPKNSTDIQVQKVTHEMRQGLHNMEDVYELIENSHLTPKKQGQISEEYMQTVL
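TSHR-expressing cells were treated with compounds, then stimulated with TSH at EC80 (4nM final) for 2 hours at 37 deg C. Cellular cAMP was measured by HTRF competition between lysate cAMP and cAMP-d2 for a cryptate-labelled anti-cAMP antibody.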
B2AR arrestin: beta2AR (human) beta-arrestin recruitment activity; beta-arrestin recruitment to beta2AR, cell-based reporter; Potency, µM (highest dose often 46.1 µM), for inactives: top-dose activation, usual class: activators; 330,000 tested, 0.02% active;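 further: potency means the concentration at half of the fitted maximal effect; 0% = DMSO controls and full agonism = EC100 isoproterenol or metaproterenol; nearly all actives have a fitted effect of over 65% in size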
BCR signal inh: chronic active BCR signaling inhibition; Potency, µM (series often up to 46.1 µM), for inactives: top-dose ratio change, negative = lower green/red ratio, usual class: inhibitors; 340,000 tested, 0.05% active; AID 493014; ABC-DLBCL IkBa-CBG/CBR reporter, luminescence ratio, 4 h; active means well fitted inhibition curve with a large enough effect in the signal ratio, with a control signal flat, not every such curve was filed as active; inconclusive means small, poorly fitted or top-dose-only effect, or effect the other way, or a change in a side signal; the % refers to the signal ratio;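 further: potency means the concentration at half of the fitted maximal effect; plate controls were basal doxycycline-induced cells for no effect and cells given 10 µM MG132 for full effect; MG132 reads +100%, hits lower the ratio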
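Concentration-response series (up to 46 uM) were applied to TMD8 dual-reporter cells for 4 h at 37C with doxycycline. Green/red ratio, after filter-overlap correction, defined %Activity; red signal alone was normalised to basal cells and zero luminescence.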
Tb PFK block: blocks T. brucei phosphofructokinase | O15648 | T. brucei PFK, ADP-Glo luminescence | Potency, µM (doses to about 57.5 µM), inactives show top-dose activity, negative = inhibition, usual class: inhibitors | 330,000 tested, 0.17% active | AID 485367;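 further: potency means the concentration at half of the fitted maximal effect; 0% = uninhibited 1x PFK enzyme wells and -100% = no-enzyme wells; nearly all actives have a fitted effect of over 60% in size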
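Compounds were pin-transferred as a titration series up to 57 uM into substrate buffer (0.5 mM F6P, 0.1 mM ATP, pH 8.0), then 1.25 nM PFK was added and reactions ran 45 min before ADP-Glo detection.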
Eya2 phos inh: Eya2 (human) phosphatase inhibition; O00167; recombinant Eya2, OMFP fluorescence dephosphorylation (OMFP is methylfluorescein phosphate); Potency, µM (series often up to 76.9 µM), for inactives: top-dose activity, negative = inhibition, actives largely listed as inhibitors; 330,000 tested, 0.006% active; AID 488837; further: potency means the concentration at half of the fitted maximal effect; on the % scale 0 is the no-effect control and ±100 the full control effect
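Eya2 protein (added as 0.2 uM solution) was preincubated with compound for 10 min at ambient temperature in 50 mM HEPES pH 7.5, 50 mM NaCl, 5 uM MgCl2, 0.05% BSA, 1 mM DTT. OMFP (added at 50 uM) then reacted 10 min; fluorescence read at 485/525 nm.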
ELG1 DNA repair: inhibitors of ELG1-dependent DNA repair in HEK293T cells; Potency, µM (titrated, usually from 46.1 µM), without a hit: top-dose activity change, negative = inhibition, hits mostly inhibitors; 330,000 tested, 2.3% active; HEK293T ELG1-luciferase reporter, luminescence, 16 h; DNA damage induced by 5-fluorouridine; further: potency means the concentration at half of the fitted maximal effect; on the % scale 0 is the no-effect control and ±100 the full control effect; nearly all actives have a fitted effect of over 55% in size
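In this reporter screen, reduction of luminescence relative to DMSO vehicle indicated activity. Compounds and 5-fluorouridine were added together to 2,000 cells per well, incubated for 16 hr at 37 °C, then developed with ONE-Glo.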
USP2a inh: inhibitors of human ubiquitin-specific protease USP2a | O75604 | USP2 core, Ub-CHOP2 coupled fluorogenic reporter, 485/531 | Potency, µM (highest dose often 38.3 µM), without a hit: top-dose activity change, negative = inhibition, actives largely listed as inhibitors | 330,000 tested, 0.01% active;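 further: potency means the concentration at half of the fitted maximal effect; plate controls were DMSO wells for no effect and full inhibition by NEM control for full effect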
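Deubiquitinase activity read as fluorescence (485/531 nm) after Ub-CHOP2 cleavage activates the enterokinase reporter on its substrate; USP2 core 10nM, Ub-CHOP2 and substrate 25nM each, 30min compound preincubation then 60min RT; data normalized to NEM, curves fitted.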
Mito fusion act: inhibitors of mitochondrial division or activators of mitochondrial fusion | S. cerevisiae fusion-defective mutant growth rescue, CellTiterGlo 48 h | Potency, µM (doses to about 46.1 µM), for inactives: top-dose growth rescue (activation), usual class: activators | 320,000 tested, 0.23% active | AID 485298;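 further: potency means the concentration at half of the fitted maximal effect; % of control where 0% means no effect; nearly all actives have a fitted effect of over 45% in size; temperature-sensitive fusion mutants such as fzo1-1 at 37 °C on non-fermentable ethanol glycerol medium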
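Compounds are tested for their ability to restore growth of mitochondrial fusion-defective yeast strains at non-permissive 37C in YPEG medium over 48 hours. Viability is quantified by luciferase luminescence.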
TCR activator: activates T cell receptor signaling; 330,000 tested, under 10 active; primary human leukocytes, anti-CD3, IL-2 HTRF, 48 h; AID 504894; Potency, µM (top dose mostly 9.22 µM), inactives show at the top dose activation of IL-2 secretion, actives largely listed as activators; further: % of control where 0% means no effect
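Compounds are tested in HTS on primary human leukocytes co-incubated with a-CD3 beads for 48 hr. IL-2 output is measured by time-resolved FRET.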
The depositor's hits bear a star. Unless noted, the call rests on the fitted dose curve; in most records, active means well fitted curve in the direction sought with a large enough effect; inconclusive means small, poorly fitted or top-dose-only effect, or another doubt; inactive means no such curve, though single readings can be large; an effect the other way counts as inactive or inconclusive.

`CCCC(C)NC(=O)c1ccc2[nH]c3c(c2c1)CC(C)CC3` (stereo unspecified) gave PTAP TSG101 blk -1%, uPA generation -6%, TSHR antagonist 21, B2AR arrestin 0.8%, BCR signal inh inconclusive, Tb PFK block -13%, Eya2 phos inh -4%, ELG1 DNA repair 0%, USP2a inh 0%, Mito fusion act 2% and TCR activator 7%.
CCOC(=O)c1c(NC(=O)C2C3CCC(O3)C2C(=O)O)sc2c1CCCC2 (stereo unspecified) was read as PTAP TSG101 blk -1%, uPA generation -3%, TSHR antagonist -1, B2AR arrestin -0.2%, BCR signal inh inconclusive, Tb PFK block -2%, Eya2 phos inh -4%, ELG1 DNA repair 9%, USP2a inh -1%, Mito fusion act -9% and TCR activator -18%.
Screening CC(C)CC(=O)c1c[nH]c(C(=O)NCc2cccs2)c1 returned PTAP TSG101 blk -6%, uPA generation 3%, TSHR antagonist 5, B2AR arrestin -0.2%, BCR signal inh 4%, Tb PFK block -2%, Eya2 phos inh 12%, ELG1 DNA repair 6%, USP2a inh 4%, Mito fusion act -1% and TCR activator -4%.
For Cc1cc(Nc2nc3ccccc3nc2Cl)n(-c2ccc([N+](=O)[O-])cc2)n1 the results were PTAP TSG101 blk 5%, uPA generation inconclusive, TSHR antagonist -10, B2AR arrestin 0.3%, BCR signal inh -7%, Tb PFK block 0%, Eya2 phos inh 7%, ELG1 DNA repair 21µM*, USP2a inh 4%, Mito fusion act -9% and TCR activator 5%.
`COc1ccc(C)cc1NC(=O)COCC(=O)O` gave PTAP TSG101 blk -7%, TSHR antagonist 1, B2AR arrestin 0.1%, BCR signal inh 2%, Tb PFK block 0%, Eya2 phos inh 6%, ELG1 DNA repair 11%, USP2a inh 0%, Mito fusion act -2% and TCR activator 4%.
Screening CC(NC(=O)c1cc(=O)[nH]c2ccccc12)c1ccc(F)cc1F (stereo unspecified) returned PTAP TSG101 blk -10%, uPA generation 2%, TSHR antagonist -93*, B2AR arrestin 0.0%, BCR signal inh 0%, Tb PFK block 0%, Eya2 phos inh -3%, ELG1 DNA repair inconclusive, USP2a inh 1%, Mito fusion act -5% and TCR activator -4%.
`Cc1ccc(C2=NOC(C)(c3nnc(-c4ccc(F)cc4)o3)C2)cc1` (stereo unspecified) gave PTAP TSG101 blk 0%, uPA generation -10%, TSHR antagonist -3, B2AR arrestin inconclusive, BCR signal inh -16%, Tb PFK block -3%, Eya2 phos inh 0%, ELG1 DNA repair -11%, USP2a inh 4%, Mito fusion act 5% and TCR activator -1%.
CCc1nnc(NC(=O)C2CCCN2C(=O)Nc2ccccc2OC)s1 (stereo unspecified) was read as PTAP TSG101 blk -5%, uPA generation 0%, TSHR antagonist 11, B2AR arrestin -0.2%, BCR signal inh inconclusive, Tb PFK block -3%, Eya2 phos inh 21%, ELG1 DNA repair inconclusive, USP2a inh 0%, Mito fusion act 1% and TCR activator 0%.
`COc1ccccc1NC(=O)Cn1c(CN2CCCCC2)nc2ccccc2c1=O` gave PTAP TSG101 blk -7%, uPA generation 12%, TSHR antagonist -1, B2AR arrestin -0.6%, BCR signal inh inconclusive, Tb PFK block -1%, Eya2 phos inh -11%, ELG1 DNA repair -11%, USP2a inh 1% and Mito fusion act 1%.
For O=C(Nc1ccc(N2CCCC(O)C2)cc1)c1snc2c(=O)[nH]cnc12 (stereo unspecified) the results were PTAP TSG101 blk 1%, uPA generation inconclusive, TSHR antagonist -8, B2AR arrestin -0.5%, BCR signal inh inconclusive, Tb PFK block -4%, Eya2 phos inh -3%, ELG1 DNA repair 0%, USP2a inh 0%, Mito fusion act 4% and TCR activator 3%.
For CCc1nn(-c2ccccc2)c2c1-c1cc(OC)c(OC)cc1C1(N2)C(=O)Nc2ccccc21 (stereo unspecified) the results were PTAP TSG101 blk -1%, uPA generation 2%, TSHR antagonist 1, B2AR arrestin -1.2%, BCR signal inh inconclusive, Tb PFK block 0%, Eya2 phos inh 0%, ELG1 DNA repair 21µM*, USP2a inh -9%, Mito fusion act 4% and TCR activator -4%.
`Cc1ccccc1-n1c(N)c(C(=O)Nc2ccc(F)cc2)sc1=S` gave PTAP TSG101 blk -3%, uPA generation -3%, TSHR antagonist 22, B2AR arrestin 0.0%, BCR signal inh 0%, Tb PFK block -13%, Eya2 phos inh 6%, ELG1 DNA repair 12%, USP2a inh 2%, Mito fusion act -4% and TCR activator 9%.
For CC1(C)CC(=O)C2=C(C1)Oc1ncn3nc(-c4cccnc4)nc3c1C2c1ccccc1 (stereo unspecified) the results were PTAP TSG101 blk 2%, uPA generation 1%, TSHR antagonist -12, B2AR arrestin -0.2%, BCR signal inh inconclusive, Tb PFK block 0%, Eya2 phos inh 2%, ELG1 DNA repair -1%, USP2a inh 0%, Mito fusion act 0% and TCR activator -3%.
Screening CCN(Cc1ccccc1)C(=O)COC(=O)c1cc(=O)[nH]c2ccccc12 returned PTAP TSG101 blk -7%, uPA generation 4%, TSHR antagonist 7, B2AR arrestin 0.4%, BCR signal inh 3%, Tb PFK block -2%, Eya2 phos inh -2%, ELG1 DNA repair inconclusive, USP2a inh -5%, Mito fusion act -3% and TCR activator 2%.
For CC(C)CNc1cc(=O)n(C)c(=O)n1C the results were PTAP TSG101 blk -6%, uPA generation -1%, TSHR antagonist 1, B2AR arrestin -0.3%, BCR signal inh -2%, Tb PFK block -4%, Eya2 phos inh -36%, ELG1 DNA repair 1%, USP2a inh -2%, Mito fusion act -1% and TCR activator -3%.
For O=C(CSc1nnc2scc(-c3ccccc3)n12)NCc1ccco1 the results were PTAP TSG101 blk -8%, uPA generation -2%, TSHR antagonist 3, B2AR arrestin -0.3%, BCR signal inh 2%, Tb PFK block 8%, Eya2 phos inh 3%, ELG1 DNA repair 0%, USP2a inh -3%, Mito fusion act -20% and TCR activator 5%.
For CCOC(=O)C1CCN(C(=O)CC(NS(=O)(=O)c2ccc(OC)cc2)C(C)C)CC1 (stereo unspecified) the results were PTAP TSG101 blk -6%, uPA generation 3%, TSHR antagonist 9, B2AR arrestin 0.1%, BCR signal inh 0%, Tb PFK block 2%, Eya2 phos inh -5%, ELG1 DNA repair -4%, USP2a inh -9%, Mito fusion act -6% and TCR activator 8%.
Screening Cc1cc2c3c([nH]c2cc1S(=O)(=O)NCCCOC(C)C)CC(C)(C)CC3=O returned PTAP TSG101 blk 0%, uPA generation -6%, TSHR antagonist -4, B2AR arrestin -0.3%, BCR signal inh 0%, Tb PFK block -3%, Eya2 phos inh 3%, ELG1 DNA repair -16%, USP2a inh 1%, Mito fusion act 3% and TCR activator -2%.
For COc1ccc2[nH]c(C(=O)O)c(NC(=O)c3cc(OC)c(OC)c(OC)c3)c2c1 the results were PTAP TSG101 blk -5%, uPA generation -22%, TSHR antagonist -5, B2AR arrestin -1.3%, BCR signal inh inconclusive, Tb PFK block -3%, Eya2 phos inh 10%, ELG1 DNA repair 6%, USP2a inh 0%, Mito fusion act 4% and TCR activator -7%.
CC(=O)NCCn1c(SCc2cc(F)ccc2F)nc2ccccc2c1=O was read as PTAP TSG101 blk -6%, TSHR antagonist 3, B2AR arrestin 0.0%, BCR signal inh -4%, Tb PFK block 2%, Eya2 phos inh 8%, ELG1 DNA repair 15%, USP2a inh 1%, Mito fusion act 10% and TCR activator 0%.
O=C(OCC(=O)N1CCN(c2ccccc2)CC1)C1=COCCO1 was read as PTAP TSG101 blk 0%, uPA generation 2%, TSHR antagonist 3, B2AR arrestin 0.0%, BCR signal inh -1%, Tb PFK block -6%, Eya2 phos inh 11%, ELG1 DNA repair 24%, USP2a inh 1% and Mito fusion act 2%.
